RAD54 inh – inhibitors of human RAD54 branch migration. RAD54 Holliday junction branch migration, FAM/BHQ fluorescence. inhibition, % at 10.4 µM. 0.14% of 360,000 active;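 active = mean normalized replicate activity at least 40 and at least half of replicates scoring 40 or more; inconclusive = only one of the two criteria met; inactive = mean below 40 and under half of replicates reaching 40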;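 note: 0% = median of neutral control wells and 100% = median of positive control wells; inhibitors cause a drop in the FAM fluorescence signal; in these data hits start at about 50%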
ARNT-TACC3 inh – disrupts binding between human ARNT and TACC3 | 0.66% of 390,000 active | inhibition, % at 9.99 µM | AID 623870 | AlphaScreen His-ARNT PAS-B/GST-TACC3 binding, luminescence; TACC3 fragment carries E629A point mutation | Q9Y6A5;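 active = mean inhibition of replicates at least 50% and at least half of replicates each reaching 50%; inconclusive = half or more replicates reach 50% but mean below 50%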;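 note: 0% = complete ARNT plus TACC3 wells and 100% = ARNT alone without TACC3; many hits fall short of the cut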
esBAF inh – SWI/SNF esBAF complex inhibition; mouse ES cells, Bmi1-luciferase knock-in reporter, 24 h; 100% = twice the neutral-well signal; reporter increase, % at 12.5 µM; 2% of 350,000 active; AID 602393; in the data active = activation above about 40%; inconclusive = no clear call, values can overlap the other calls;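 note: 0% = median of the plate's neutral control wells and 100% = double that signal; a rise in the Bmi1 reporter signal indicates esBAF inhibition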
PglD inh – inhibitors of Campylobacter jejuni PglD acetyltransferase. 0.098% of 360,000 active. purified PglD enzyme, DTNB colorimetric CoA detection. inhibition, % at 12.5 µM; in the data active = inhibition above about 16%, passing the limit was not always enough; inconclusive = no clear call, values can overlap the other calls; note: strong numbers were not always called active
ERp5 inh – inhibitors of human ERp5; ERp5 insulin aggregation, absorbance 650 nm, 90 min; AID 651711; inhibition, % at 9.99 µM; 0.05% of 350,000 active; Q15084;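 active = mean replicate inhibition above about 25%, with every replicate also reaching it, limit read from the data, passing the limit was not always enough; inconclusive = only one of those two criteria met; inactive = neither criterion met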
E-selectin induc – induces E-selectin expression in human endothelial cells; HUVEC E-selectin immunofluorescence imaging; normalized: neutral wells 0, TNF-alpha wells 100; activation, % at 7.58 µM; 0.37% of 260,000 active; AID 686992;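 active = mean E-selectin-positive cell signal at least 10% of the positive control, reached in at least 60% of replicates, without over 20% cell loss; inconclusive = no rule given, readout overlaps actives, possibly toxicity-flagged; inactive = the rest, including those meeting only one limit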;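 note: in these data hits start at about 27%; measured in HUVEC primary endothelial cells; signal is the percent of cells scored E-selectin positive by PE staining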
Target sequence (P16581 whole entry, looked up): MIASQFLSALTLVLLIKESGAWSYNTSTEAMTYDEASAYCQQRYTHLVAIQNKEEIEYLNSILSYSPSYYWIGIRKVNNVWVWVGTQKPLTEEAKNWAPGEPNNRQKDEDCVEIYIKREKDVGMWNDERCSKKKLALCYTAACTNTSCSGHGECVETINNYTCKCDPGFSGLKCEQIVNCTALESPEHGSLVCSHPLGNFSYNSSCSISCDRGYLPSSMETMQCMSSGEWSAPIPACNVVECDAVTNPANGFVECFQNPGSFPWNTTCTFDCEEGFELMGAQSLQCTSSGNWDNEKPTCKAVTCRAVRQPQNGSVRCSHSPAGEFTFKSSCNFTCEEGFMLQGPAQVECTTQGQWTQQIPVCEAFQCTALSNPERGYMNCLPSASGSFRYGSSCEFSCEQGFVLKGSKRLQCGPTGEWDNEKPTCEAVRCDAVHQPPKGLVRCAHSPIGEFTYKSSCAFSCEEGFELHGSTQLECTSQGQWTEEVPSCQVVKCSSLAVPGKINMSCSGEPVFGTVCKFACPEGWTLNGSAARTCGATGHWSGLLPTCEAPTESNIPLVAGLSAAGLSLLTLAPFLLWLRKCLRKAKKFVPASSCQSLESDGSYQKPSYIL
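Read-out: % PE-positive cells | Test system: HUVEC | Doses: One compound dose added by pin transfer | Buffer or medium: EGM-2 over gelatin coat | Signal: Immunofluorescence imaging | Benchmarks: TNF-alpha, DMSO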
Casp6 inh – inhibitors of human caspase-6 | inhibition, % at 12.5 µM | 0.53% of 350,000 active | AID 686996 | purified caspase-6, Z-VEID-R110 cleavage fluorescence;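 active = mean inhibition across replicates at least about 35%, with every replicate also reaching that limit, limit read from the data; inconclusive = only one of the two criteria met; inactive = neither criterion met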;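 note: 0% = median of neutral control wells and 100% = no fluorescence left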
RAD52 anneal inh – RAD52 (human) annealing inhibition; AID 651710; 0.46% of 360,000 active; recombinant RAD52 DNA annealing, FRET fluorescence; inhibition, % at 18.7 µM;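 active = every replicate showing at least 50% inhibition; inconclusive = mean inhibition at least 50% but not in every replicate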
Target sequence (P43351 whole entry, looked up): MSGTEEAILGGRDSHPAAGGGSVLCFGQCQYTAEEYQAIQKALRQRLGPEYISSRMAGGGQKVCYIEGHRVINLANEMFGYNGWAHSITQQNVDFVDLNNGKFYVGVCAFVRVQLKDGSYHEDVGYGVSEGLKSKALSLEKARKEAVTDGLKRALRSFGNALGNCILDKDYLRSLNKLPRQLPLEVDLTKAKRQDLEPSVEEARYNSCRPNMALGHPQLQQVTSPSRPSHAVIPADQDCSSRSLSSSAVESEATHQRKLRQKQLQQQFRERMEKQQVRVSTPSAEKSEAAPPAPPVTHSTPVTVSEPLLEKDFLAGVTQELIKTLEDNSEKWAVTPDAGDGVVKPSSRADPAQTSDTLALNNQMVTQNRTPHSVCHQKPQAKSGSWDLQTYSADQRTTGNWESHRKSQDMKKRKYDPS
* marks the source's active call; other numbers are inactive results; u = inconclusive; x = not tested or not shown. Not a hit list; about 3.2% have a hit in one of these screens.

Screens in order: E-selectin induc	ERp5 inh	PglD inh	RAD54 inh	ARNT-TACC3 inh	Casp6 inh	esBAF inh	RAD52 anneal inh
- OCC[C@@H]1C[C@@H](O)[C@H](O)[C@]2(CCCO2)O1
 : 0.2	-2	9	0	6	3	x	5
- C[C@H]1CN([C@@H](C)CO)C(=O)Cc2cc(NC(=O)Cn3cnnn3)ccc2O[C@@H]1CN(C)Cc1ccc(Cl)c(Cl)c1
 : -0.1	-2	0	2	-8	0	4	21
- CCN1CCN(C(=O)C(=O)c2cn(CC(=O)N3CCCCCC3)c3ccccc23)CC1
 : -0.4	-4	-3	-5	0	-2	-7	-133
- COc1ccc(OC)c(Nc2nc(N(C)c3ccccc3)nc(N)c2[N+](=O)[O-])c1
 : 0.1	5	x	x	4	-1	-10	-8
- c1ccc(Nc2nc(N3CCCC3)nc(N3CCOCC3)n2)cc1
 : -0.1	-1	-3	0	x	-2	-8	-23
- CCOC(=O)N1CCN(C(=O)c2ccc(OC)cc2)CC1
 : 0.8	-5	x	x	-8	-2	x	-3
- Cn1c(=O)cc(OCCCC(=O)NCc2ccccn2)c2ccccc21
 : x	5	1	-3	-4	0	-7	-9
- O=C(COC(=O)c1cccnc1)NC1CCCc2ccccc21 (centres undefined)
 : -1.2	1	x	x	-1	-2	x	-43
- CCC(CC)c1nnc(NC(=O)CCS(=O)(=O)Cc2ccccc2)s1
 : x	0	-3	8	x	-2	-5	-7
- CC[n+]1ccc2cc(OC)c(OC)cc2c1Cc1ccc(OC)c(OC)c1
 : x	x	-6	-36	14	x	-3	x
- CCC(NC(=O)NC1CCCCC1)c1ccccc1 (centres undefined)
 : x	7	x	x	-3	3	x	7
- CCOc1ccc(C2C(C#N)=C(N)Oc3nc[nH]c(=O)c32)cc1OC (centres undefined)
 : x	x	-1	-4	-1	x	-11	x
- Cc1cccc(NC(=O)C(C)Sc2ncnc3sccc23)c1 (centres undefined)
 : -3.1	2	3	-2	x	3	4	-171
- CCn1cc(CNC(=O)c2cccc([N+](=O)[O-])c2)cn1
 : -0.8	21	5	11	-4	0	x	-7
- CCOC(=O)N1CCN(C(=O)Nc2cccc(Cl)c2)CC1
 : x	x	-3	2	2	x	5	x
- Cn1c(N2CCOCC2)c(/C=N/OC(=O)c2cccnc2Cl)c2ccccc21
 : 2.2	-1	x	x	-2	-3	x	-2
- Nc1cc2c(cc1Br)-c1c(C(=O)O)cccc1C2O (centres undefined)
 : 0.8	-8	x	x	1	4	x	-4
- C[C@H](O)C#Cc1cnc2c(c1)C(=O)N([C@@H](C)CO)C[C@@H](C)[C@@H](CN(C)C(=O)c1ccccc1)O2
 : -0.2	-6	0	-1	-1	3	-2	-7
- COc1ccc(NC(=O)Nc2cccc3c2O[C@@H](CN(C)C(=O)Nc2cccc4ccccc24)[C@@H](C)CN([C@H](C)CO)C3=O)cc1
 : -0.3	x	-1	-1	36	x	4	x
- C=CCSc1nnc(NC(=O)CSCc2c(C)noc2C)s1
 : 8.4	8	x	x	-3	1	x	-7
- Cc1nc(Cl)c(C(=O)NC(C)(C)C)c(C)c1Cl
 : 1.9	x	5	-3	-1	x	x	x
- CCCCn1cnc2c(SCc3ccc([N+](=O)[O-])cc3)nc(N)nc21
 : x	0	3	9	-4	-2	5	0
- CCOc1ccc(Cc2noc3c2C(=O)CCC3)cc1OCC
 : 9.3	u	-4	-3	-3	-3	-5	-4
- CO[C@H]1CN(C)C(=O)c2cc(NC(=O)c3ccccc3F)ccc2OC[C@@H](C)N(C(=O)c2ccccc2F)C[C@@H]1C
 : -0.3	-2	0	-3	-6	-2	0	-7
- Cc1nc2ccc(C(=O)OCc3nnc(-c4ccccc4)o3)cc2nc1C
 : -0.5	12	-2	7	8	2	x	-19
- O=C(COC(=O)COc1ccc(Cl)cc1)NCc1ccc2c(c1)OCO2
 : 1.9	-4	1	3	-3	0	-6	1
- O=C(CCn1c(=O)oc2ccccc21)NCCCN1CCCC1=O
 : 0.0	-7	2	-2	-4	-1	6	-8
- CN1CCCN(C(=O)c2cc(-c3cccc4ccccc34)nc3ccccc23)CC1
 : -0.8	5	-1	6	0	-4	-4	-11
- O=C(O)c1cc(N2C(=O)C3CCCCC3C2=O)ccc1NCc1cccnc1 (centres undefined)
 : 11	8	x	x	x	0	x	6
- CC(C)(C)N1CC(COc2ccccc2)OC1=O (centres undefined)
 : x	x	-5	4	9	x	62*	x

Given field by field: 2 of the compounds above.
> O=C(COC(=O)COc1ccc(Cl)cc1)NCc1ccc2c(c1)OCO2
- E-selectin induc = 1.9
- ERp5 inh = -4
- PglD inh = 1
- RAD54 inh = 3
- ARNT-TACC3 inh = -3
- Casp6 inh = 0
- esBAF inh = -6
- RAD52 anneal inh = 1

> O=C(CCn1c(=O)oc2ccccc21)NCCCN1CCCC1=O
- E-selectin induc = 0.0
- ERp5 inh = -7
- PglD inh = 2
- RAD54 inh = -2
- ARNT-TACC3 inh = -4
- Casp6 inh = -1
- esBAF inh = 6
- RAD52 anneal inh = -8

Further results:
Screens in order: E-selectin induc	ERp5 inh	PglD inh	RAD54 inh	ARNT-TACC3 inh	Casp6 inh	esBAF inh	RAD52 anneal inh
- CN(C)CC(=O)Nc1ccc2c(c1)[C@H]1C[C@H](CC(=O)N3CCc4ccccc4C3)O[C@@H](CO)[C@H]1O2
 : -0.5	1	-2	-12	-4	-1	-6	6
- Cc1ccc(/C=N/Nc2ncnc3nc[nH]c23)cc1
 : 1.4	-1	x	x	24	1	0	7
- CC(c1ccccc1)n1cc(C(=O)NCc2ccncc2)nn1 (centres undefined)
 : 0.4	4	1	7	x	0	x	2
- O=C(c1cccc(Br)c1)N1CCN(C(=O)c2cccc(Br)c2)CC1
 : x	x	5	1	4	x	-2	x
- OC[C@H]1O[C@@H](c2nc(-c3ccc4c(c3)CCO4)no2)[C@H](O)[C@@H](O)[C@H]1O
 : 0.0	2	-3	-2	x	-1	-10	-11
- COc1ccc(CNC(=O)C2CC(c3cccc([N+](=O)[O-])c3)=NO2)cc1 (centres undefined)
 : 0.2	9	-2	1	2	4	54*	-9
- Cc1ccc(S(=O)(=O)N[C@@H]2CC[C@H](CC(=O)NCCCN(C)C)O[C@@H]2CO)cc1
 : 2.0	-2	-3	6	-3	2	1	7
- COc1ccc(CCC(=O)OC(C)C(=O)c2ccc(C)cc2)cc1 (centres undefined)
 : x	x	4	10	-13	x	-4	x
- OC[C@H]1[C@@H](c2ccc(C#CC3(O)CCCC3)cc2)[C@@H]2CN(Cc3ccccc3F)CCCCN12
 : -0.2	6	1	2	11	1	x	4
- COc1ccc(-c2ccc([C@@H]3[C@@H](C#N)N(C(=O)NC(C)C)[C@H]3CO)cc2)cc1
 : -0.1	-7	0	1	-18	-2	-3	-16
- O=C1c2ccccc2C(=O)N1CCOc1ccccc1
 : x	x	3	-5	-4	x	-3	x
- O=C(CN1CCOCC1)N[C@@H]1CC[C@H](CCNS(=O)(=O)c2ccccc2F)O[C@H]1CO
 : -0.4	0	0	2	-3	x	-2	-13
- O=C(N[C@H]1CC[C@H](CCn2cc(-c3ccc(F)cc3)nn2)O[C@H]1CO)c1cnccn1
 : -1.2	-7	1	4	-18	15	7	-6
- O=C(c1cc(-c2ccc(F)cc2)no1)N1CCN(Cc2ccc3c(c2)OCO3)CC1
 : 0.0	-1	6	8	-1	0	-5	-10
- COc1cc(C(=O)c2ccccc2)c(OC)cc1C(=O)Nc1ccc(O)cc1
 : x	3	x	x	14	4	x	5
- Cc1cccc(N2CCN(CC(=O)N(C)Cc3ccccc3)CC2C)c1 (centres undefined)
 : 0.4	3	6	-20	21	x	0	0
- CCCCNC1c2ccccc2C(=O)N1Cc1ccccc1 (centres undefined)
 : x	0	7	0	-1	0	-3	-8
- O=C(Nc1ccc(S(=O)(=O)Nc2ncccn2)cc1)c1ccc(Br)cc1
 : 0.0	9	3	2	x	6	8	-12
- Cc1ccc2nc(CSc3nnc(-c4ccncc4)n3C)cc(=O)n2c1
 : 0.1	-1	x	x	3	6	x	-19
- O=C(C[C@@H]1CC[C@H](NS(=O)(=O)c2ccc(F)cc2)[C@H](CO)O1)N1CCN(c2ccccc2)CC1
 : 0.0	-1	0	-1	7	-1	2	-22

Compound profiles (already shown). Values in the order: E-selectin induc, ERp5 inh, PglD inh, RAD54 inh, ARNT-TACC3 inh, Casp6 inh, esBAF inh, RAD52 anneal inh
`Cc1ccc2nc(CSc3nnc(-c4ccncc4)n3C)cc(=O)n2c1` is entered as 0.1, -1, x, x, 3, 6, x, -19
`O=C(CN1CCOCC1)N[C@@H]1CC[C@H](CCNS(=O)(=O)c2ccccc2F)O[C@H]1CO` is entered as -0.4, 0, 0, 2, -3, x, -2, -13

Further entries follow.
Screens in order: E-selectin induc	ERp5 inh	PglD inh	RAD54 inh	ARNT-TACC3 inh	Casp6 inh	esBAF inh	RAD52 anneal inh
- C[C@@H]1CN([C@H](C)CO)S(=O)(=O)c2ccc(C#Cc3ccncc3)cc2O[C@@H]1CN(C)C(=O)c1ccncc1
 : 0.0	1	-1	-9	-8	-2	7	-10
- COC(=O)C1(CCSC)NC(c2ccco2)C2C(=O)N(C)C(=O)C21 (centres undefined)
 : x	x	4	4	-9	x	-5	x
- Cc1ccc(N2C(=O)CC(Cc3cc(C)cc(C)c3)C2=O)cc1 (centres undefined)
 : x	11	-3	-13	-4	-2	-4	-7
- CC(C)NC(=O)N(C)C[C@H]1Oc2ccc(NC(=O)CCC(F)(F)F)cc2C(=O)N([C@H](C)CO)C[C@H]1C
 : -0.9	0	-3	1	2	2	3	10
- Cc1cnc(C(=O)NCC(c2ccccc2)c2ccccc2)cn1
 : 0.0	0	-6	6	-1	-4	2	-8
- CCC(=O)Nc1ccc2c(c1)C(=O)N(C)C[C@@H](OC)[C@@H](C)CN(Cc1ccncc1)[C@H](C)CO2
 : 0.1	3	0	-5	19	x	2	2
- CC1N(C)c2cccc3cccc(c23)N1C
 : x	x	3	-25	17	x	-8	x
- O=C(NCCN1CCCC1)c1ccc2c(c1)N(Cc1cccc(Cl)c1)C(=O)c1ccccc1S2(=O)=O
 : x	0	1	4	11	-8	-5	-11
- Cc1cc(=O)c(C(=O)O)nn1-c1ccccc1C(F)(F)F
 : x	0	-1	-4	2	21	3	-3

Screens deposited in PubChem BioAssay by Broad Institute.
